V-ATPase pHluor: regulators of yeast V-ATPase proton transport. S. cerevisiae, pHLuorin cytosolic pH fluorescence. response, % at 10 µM. 350,000 tested, 0.37% active; in the data active means response mostly above about 7.3%, no sharp cut-off; inactive means mostly below about 5.4%; further: actives read high; inactives centre near 0; some compounds called inactive have numbers as strong as hits; reference of the scale not given here
Wnt bcat act: Wnt/beta-catenin pathway activation; Wnt/beta-catenin reporter cell assay, activator, plate reader; activation, % at 9.35 µM; 300,000 tested, 1.2% active; in the data active means activation above about 30%, passing the limit was not always enough; inconclusive means no clear call, values can overlap the other calls;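 further: 0% = neutral control wells and 100% = positive control wells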
OPRM1-OPRD1 inv: mu-delta opioid heterodimer inverse agonism | P35372+P41143 | cell-based MOR-DOR heterodimer luminescence | inhibition, % at 9.3 µM | 340,000 tested, 0.21% active | AID 504357; in the data active means inhibition above about 22%, passing the limit was not always enough;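 further: 0% = cells with DMSO and 100% = wells without cells with DMSO; values of inactives mirror those of a sister screen read the other way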
Target sequence (P35372 whole entry, looked up): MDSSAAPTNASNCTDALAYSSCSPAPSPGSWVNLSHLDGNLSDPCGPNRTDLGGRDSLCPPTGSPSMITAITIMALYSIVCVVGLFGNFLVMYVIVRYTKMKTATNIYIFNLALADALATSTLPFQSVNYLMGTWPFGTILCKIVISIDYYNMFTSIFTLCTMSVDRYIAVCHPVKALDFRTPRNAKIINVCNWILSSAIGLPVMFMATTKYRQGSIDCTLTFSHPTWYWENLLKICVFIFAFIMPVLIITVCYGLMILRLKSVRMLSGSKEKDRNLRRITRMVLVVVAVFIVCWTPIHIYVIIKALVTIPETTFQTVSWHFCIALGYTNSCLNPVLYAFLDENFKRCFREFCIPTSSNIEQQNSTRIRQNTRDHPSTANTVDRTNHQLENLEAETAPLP
Target sequence (P41143 whole entry, looked up): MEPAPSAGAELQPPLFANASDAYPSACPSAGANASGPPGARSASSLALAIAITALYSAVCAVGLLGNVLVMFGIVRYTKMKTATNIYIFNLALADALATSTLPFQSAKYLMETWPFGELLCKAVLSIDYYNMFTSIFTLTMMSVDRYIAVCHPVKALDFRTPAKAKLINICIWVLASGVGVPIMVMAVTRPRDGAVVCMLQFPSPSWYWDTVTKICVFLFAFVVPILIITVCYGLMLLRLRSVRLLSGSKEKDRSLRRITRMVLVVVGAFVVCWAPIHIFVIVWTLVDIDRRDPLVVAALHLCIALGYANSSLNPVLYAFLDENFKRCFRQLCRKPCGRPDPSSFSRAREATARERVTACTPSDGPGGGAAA
Arr AP2 block: human beta-arrestin and AP2 interaction inhibition | FITC-arrestin peptide / GST-AP2 beads, flow cytometry; AP2 beta2 appendage carries R879A mutation | inhibition, % at 10 µM | 340,000 tested, 0.31% active;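 active means inhibition above a set limit, near 3 SD of compounds lacking own fluorescence, cut at about 54% in these data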;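 further: plate controls were DMSO wells for no effect and 5 µM unlabelled arrestin peptide for full effect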
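System: GST-AP2 R879A bound to glutathione beads, E. coli-expressed. Also added: 50 nM FITC-arrestin peptide. Schedule: compound with beads 12 min RT, then probe 1 h RT. Signal: bead flow cytometry, FITC channel. Read-out basis: percent response.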
OPRM1-OPRD1 ag: agonists of human mu-delta opioid receptor heterodimerization; 340,000 tested, 0.3% active; P35372+P41143; cells, OPRM1-OPRD1 heterodimerization, luminescence; AID 504326; activation, % at 9.3 µM; in the data active means activation above about 18%;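 further: 0% = vehicle-treated cells and 100% = reference agonist; values of inactives mirror those of a sister screen read the other way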
DSG3 Ab inh: human desmoglein-3 autoantibody binding inhibition. DSG3-coupled beads, scFv-anti-DSG3-GFP binding, flow cytometry; hits give low values. binding (percent of control), % at 10 µM. 310,000 tested, 0.48% active;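 active means binding more than 3 SD below its plate's average and above zero; inconclusive means below that plate limit but binding exactly zero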;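 further: hits lower antibody fragment binding to DSG3; some compounds called inactive have numbers as strong as hits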
Keap1-Nrf2 PPI: Keap1-Nrf2 (human) interaction inhibition. Q14145. Keap1 Kelch-Nrf2 peptide fluorescence polarization, 1536-well. inhibition, % at 9.4 µM. 340,000 tested, 0.15% active; in the data active means inhibition above about 12%; inconclusive means no clear call, values can overlap the other calls; inactive means below about 7.3%;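 further: human Keap1 Kelch domain with fluorescein labeled Nrf2 9mer peptide probe; 0% = neutral control wells and 100% = peptide positive control; higher means more block of Keap1 binding to Nrf2 peptide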
cardiac RTF act: increases calcium sensitivity of human cardiac regulated thin filaments; P19429+P45379; IANBD-labeled TnC RTF fluorescence at EC20 calcium; 0% EC20 calcium, 100% full calcium; activation, % at 7.2 µM; 340,000 tested, 0.24% active; AID 493008;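 active means activation above the mean over all tested compounds plus 3 SD, cut at about 30% in these data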;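 further: rise in fluorescence read as greater calcium sensitivity of cardiac thin filaments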
RTF Ca sens inh: cardiac RTF calcium desensitization | P19429+P45379 | inhibition, % at 7.15 µM | 340,000 tested, 0.12% active | IANBD-labeled cardiac RTF, Ca2+ fluorescence;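 active means inhibition above the mean inhibition of all tested compounds plus 3 SD, cut at about 17% in these data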;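 further: assay run at fixed EC70 calcium of 1.6 mM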
C-LANA FP: KSHV C-LANA DNA binding inhibition | MBP-C-LANA/FAM-LBS DNA binding, fluorescence polarization | inhibition, % at 9 µM | 340,000 tested, 0.078% active | AID 504423;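 active means highest replicate inhibition at or above 60% at 9 µM, even if other replicates fall short; inactive means all replicates below 60% inhibition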;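 further: 0% = neutral control wells and 100% = 4 µM acridine orange control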
Starred values were filed as active, the others as inactive; ? = inconclusive; . = no result given.

SMILES	V-ATPase pHluor	Wnt bcat act	OPRM1-OPRD1 inv	Arr AP2 block	OPRM1-OPRD1 ag	DSG3 Ab inh	Keap1-Nrf2 PPI	cardiac RTF act	RTF Ca sens inh	C-LANA FP
COc1cc(NC(=O)Cc2ccc([N+](=O)[O-])cc2)c(C(=O)O)cc1OC	0	-2	-17	-1	3.5	.	-3	7	1	-1.6
COc1ccc(OC)c(-c2csc(N(Cc3ccco3)C(=O)c3ccco3)n2)c1	4	-1	2	2	-0.4	97	2	-2	-2	0.6
Clc1ccc(OCc2cnc(Cl)s2)cc1	0	.	1	2	-0.2	.	-3	1	-5	0.4
COc1ccc(NC(=O)Nc2cc(C(=O)O)ccc2N2CC3CC(C2)c2cccc(=O)n2C3)c(OC)c1 (centres undefined)	0	-2	3	11	-0.7	101	-1	-1	-6	0.1
COc1ccccc1C(=O)N/N=C(\C)CC(=O)Nc1ccccn1	0	5	-10	39	1.3	.	0	0	-30	6.9
O=C(CCCn1c(=O)[nH]c2ccsc2c1=O)N1CCN(c2ccccn2)CC1	0	.	2	2	-0.3	80	10	4	5	-1.6
Cc1cc(=O)[nH]c(SCC(=O)N2CCC(Cc3ccccc3)CC2)n1	-1	28	3	-24	-0.6	106	3	-1	-7	2.1
O=C(C[C@H]1C/C=C\CC[C@H](Cc2ccc(F)cc2)C(=O)OC[C@@H](Cc2c[nH]c3ccccc23)NC1=O)NCCO	1	1	9	.	-1.6	101	3	-1	-3	2.6
CC(=O)Nc1cccc(NC(=O)COC(=O)C2CC3CCCC(C2)C3=O)c1 (centres undefined)	-3	1	11	-7	-2.2	108	-4	5	-2	1.5
COCc1cc(C)nc(SCC(=O)Nc2ccccc2C)c1C#N	-1	-3	12	-6	-2.1	76	3	-1	-8	2.2
O=C(CN1C(=O)COc2ccc(S(=O)(=O)N3CCCCC3)cc21)NCc1ccccc1Cl	1	-1	9	48	-1.8	102	-3	-3	-3	-1.5
CCOc1ccc(CC(=NCCc2ccccc2)C2=C(O)CC(C)(C)CC2=O)cc1OCC	7	5	6	-6	-1.2	115	-2	-2	2	0.3
CN(C)c1ccc(N=Nc2nc3ccccc3n2C)cc1	6	-14	15	14	-2.9	90	1	-16	12	-0.8
CC(C)=C1C2CCC1C1C(=O)N(c3nc(-c4ccccc4)c(C)s3)C(=O)C21 (centres undefined)	-1	-5	-24	0	5.4	101	0	0	2	2.1
COc1cc(CN2CCN(S(=O)(=O)c3ccc(NC(C)=O)cc3)CC2)cc(OC)c1O	-1	.	-1	16	0.1	97	-1	3	-6	0.5
CCCC(=O)NC(c1ccc(OC)c(OC)c1)c1cc(Cl)c2cccnc2c1O (centres undefined)	0	4	4	9	-0.7	102	-1	2	-6	-1.8
Cc1ccc2[nH]cc(C(=O)CN3CCN(c4ccccc4F)CC3)c2c1	6	.	-11	-2	2.1	102	-2	2	-11	1.7
CCOCCn1c(SCc2ccc(F)cc2)nc2c1c(=O)[nH]c(=O)n2C	3	-3	15	0	-2.6	109	-4	4	4	-0.3
O=C(O)c1ccc(-n2nnc3ccccc32)c([N+](=O)[O-])c1	4	-3	2	-3	-0.3	98	4	-3	-9	1.0
Cc1ccsc1C(=O)N1CCN(S(=O)(=O)c2cccs2)CC1	0	-1	9	9	-1.8	118	-6	-2	-10	-0.6
CC1(C)OC(=O)C(=NNc2ccccc2C(=O)O)C(=O)O1	1	1	3	8	-0.6	96	-6	-2	-18	1.5
CCOc1ccc(/C=C/C(=O)NC2CCCCC2)cc1	1	7	-14	38	2.6	105	0	-1	6	-0.1
COc1ccc(C(=O)/C=C/Nc2cc(C)ccn2)cc1	2	-1	12	-8	-2.3	112	-7	7	-6	.
COc1ccc(NS(=O)(=O)c2cc3c4c(c2)CCN4C(=O)CC3)c(OC)c1	0	0	7	-5	-1.3	99	-4	2	-11	0.9
CCCc1nc(Cl)c(C#N)c2c1CCCC2	-3	-4	-12	-4	2.4	88	-5	5	-26	0.1
CCC(CO)Nc1ncnc2onc(-c3ccc(F)cc3)c12 (centres undefined)	1	0	16	25	-3.4	97	-2	6	4	2.2
COc1cc(/C=N/Nc2ccnc(=O)[nH]2)ccc1O	-4	-1	14	26	-3.0	102	-7	-5	-4	-1.5
O=C(N/N=C/c1cn(-c2ccccc2)nc1-c1cc2ccccc2o1)c1ccncc1	0	.	-33	22	5.8	99	2	1	5	2.4
CC(=O)C(Cc1cccc(F)c1)(Cc1cccc(F)c1)C(C)=O	1	-2	-24	-1	4.7	100	-1	9	-20	-0.1
Cn1cc(CCC(=O)N2CCCC(CCC(=O)NCc3ccccc3F)C2)cn1 (centres undefined)	-3	9	7	7	-1.5	94	6	3	-12	1.9
Cc1c(C)n2c(SCC(=O)NC3CCCC3)nnc2[nH]c1=O	2	0	23	-2	-4.7	100	-9	0	-2	-0.5
O=C(/C=C/c1ccccc1)NCCc1c[nH]c2ccccc12	0	-2	7	2	-1.4	117	-2	0	2	-1.6
COC(=O)CC1C(=O)NCCN1C(=O)c1sc2ccccc2c1Cl (centres undefined)	1	-2	14	5	-2.8	102	-4	6	-6	3.0
COc1cc2nc(SCc3c(C)noc3C)n(CCC3=CCCCC3)c(=O)c2cc1OC	-3	-8	3	-14	-0.4	101	-2	-2	-5	-1.6
COc1ccc(-n2cc(-c3ccccc3)c3c(NCCCN4CCOCC4)ncnc32)cc1	-3	-1	-5	1	1.0	102	-5	-6	-10	0.1
Nc1ccc2nn(-c3ccc(Cl)cc3)nc2c1	0	1	-13	-6	2.5	103	-4	3	1	0.4
Cc1ccc(C)c(S(=O)(=O)NCCOc2nc(NC(C)C)nc(NC(C)C)n2)c1	6	1	-15	-6	2.5	100	-2	7	-8	-0.4
COc1ccc(C(=O)OCC(=O)c2ccc3[nH]c(=O)[nH]c3c2)c(OC)c1OC	3	-2	6	1	-1.6	.	0	-3	-6	-0.5
Cc1cc(=O)n(C(NC(=O)c2ccccc2)C(=O)c2ccccc2)cn1 (centres undefined)	0	.	-2	20	0.3	101	-6	1	7	2.0
COc1ccc(-n2c(SC)nc(O)cc2=O)cc1	1	-2	13	7	-2.4	96	0	-6	-5	-0.1
CN(C1CCCCC1)S(=O)(=O)c1cccc(C(=O)Nc2ccccn2)c1	0	-2	-2	-10	0.3	123	-2	2	1	-0.2
Cc1ccc(CN=c2c([N+](=O)[O-])nn(-c3cccc(Cl)c3)n2O)cc1	-5	3	-86	14	16	81	1	-2	4	-0.3
O=c1cc(Cl)[nH]c(=O)n1Cc1ccc(F)cc1	0	2	8	-5	-1.6	102	0	-3	-7	0.8
O=C(NCc1cccnc1)c1cc2ccccc2oc1=O	7	-1	6	6	-1.0	102	-3	-5	-1	-0.1
CC1(c2ccccc2Br)NC(=O)N(CC(=O)NC2CCCCC2)C1=O (centres undefined)	4	-5	15	-4	-3.7	105	-1	1	6	0.0
COC(=O)c1cc(NC2c3ccccc3C(=O)N2Cc2ccco2)cc(C(=O)OC)c1 (centres undefined)	-4	-1	16	25	-3.0	102	1	0	-3	0.0
COCCOC(=O)C1=C(C)OC(N)=C(C#N)C1c1ccc2c(c1)OCO2 (centres undefined)	-2	.	11	-7	-2.0	98	-6	-3	8	1.6
Cc1cc(C)c2c(NC(=O)C3CC3)nn(C)c2n1	-2	-2	5	5	-0.9	114	-1	3	4	-0.7
COc1ccccc1C(=O)Nc1ccc(S(=O)(=O)N(C)c2ccccc2)cc1	-3	0	8	18	-1.6	109	1	-6	1	1.1
O=C(CO/N=C/c1ccccc1O)N1CCc2ccccc21	1	1	4	-25	-0.8	105	-2	-2	-7	-0.1
Cc1ccc(S(=O)(=O)NCCNS(=O)(=O)c2ccccc2Br)cc1	-2	-2	9	0	-1.9	101	2	-7	-6	-1.5
CCOc1ccc(/C(O)=C2/C(=O)C(=O)N(CCOCCO)C2c2ccccn2)cc1 (centres undefined)	3	?	1	6	-0.2	111	-4	0	-7	-0.4
CCCc1cc(Nc2cccc(OC)c2)n2ncnc2n1	-2	-4	9	3	-1.7	111	2	-5	-3	-2.8
O=C(Nc1ccc2c(c1)OCCO2)c1cccc(Cl)c1	-3	23	13	-11	-2.8	103	5	0	4	-1.9
O=C(NCc1ccco1)c1cc(-c2cccnc2)nc2ccc(Cl)cc12	-6	.	17	-2	-4.1	118	2	5	-2	0.6
O=C(C1CCN(S(=O)(=O)c2ccccc2)CC1)N1CCN(Cc2ccccc2)CC1	0	1	7	4	-1.2	100	-2	4	-4	4.4
COc1cccc(OCc2cc(C(=O)N3CCN(C(C)=O)CC3)no2)c1	-1	0	8	12	-1.6	.	-3	-4	0	0.8
CC(=O)c1ccc(N2Cc3ccccc3C2)cc1	-4	15	-1	16	0.2	114	-6	8	-1	0.8
Cc1ccsc1/C=N/n1c(-c2ccccc2)n[nH]c1=S	-7	-1	-2	-3	0.3	118	0	-2	5	-1.3
CC12CCC3c4cc(CN5CCOCC5)c(O)cc4CCC3C1CCC2=O (centres undefined)	-2	-2	11	1	-2.1	92	1	-6	-1	-0.9

(list continues)
SMILES	V-ATPase pHluor	Wnt bcat act	OPRM1-OPRD1 inv	Arr AP2 block	OPRM1-OPRD1 ag	DSG3 Ab inh	Keap1-Nrf2 PPI	cardiac RTF act	RTF Ca sens inh	C-LANA FP
CC(=O)CC(C)(C)S(=O)(=O)c1ccc(NC(C)=O)cc1	1	2	22	-2	-4.8	.	-11	6	-5	-0.4
O=C(NCc1cccc(CNC(=O)c2ccco2)c1)c1ccco1	-2	0	8	24	-1.4	106	0	7	-4	-1.1
CN(C)S(=O)(=O)c1ccc2c(c1)nc(CCC(=O)NCc1ccc(Cl)cc1)n2C	0	0	-5	6	0.9	134	2	9	-9	1.2
Cc1ccc(S(=O)(=O)NC(CC(=O)O)c2ccc(F)cc2)cc1 (centres undefined)	-2	2	8	7	-1.8	101	0	3	0	0.5
Cc1ccc(S(=O)(=O)N2CCN(C(=O)C3CCCO3)CC2)cc1C (centres undefined)	0	0	13	-15	-2.6	101	-5	-4	-4	1.4
CCOc1c(Cl)cc(/C=N/NC(N)=S)cc1OC	-11	-4	20	27	-3.9	98	-1	-3	1	-0.6
Cc1cc(C(=O)OCC(=O)c2cccs2)ccc1[N+](=O)[O-]	-2	-6	9	-7	-1.4	103	-5	2	-5	-0.9
CCC(C)(C)NC(=O)C(c1ccccc1Cl)N(C(=O)CCC(=O)Nc1cc(C)on1)C(C)(C)C (centres undefined)	0	-1	5	32	-1.0	.	0	-10	2	1.9

Two consecutive records already listed, for reference:
SMILES	V-ATPase pHluor	Wnt bcat act	OPRM1-OPRD1 inv	Arr AP2 block	OPRM1-OPRD1 ag	DSG3 Ab inh	Keap1-Nrf2 PPI	cardiac RTF act	RTF Ca sens inh	C-LANA FP
CC(=O)CC(C)(C)S(=O)(=O)c1ccc(NC(C)=O)cc1	1	2	22	-2	-4.8	.	-11	6	-5	-0.4
O=C(NCc1cccc(CNC(=O)c2ccco2)c1)c1ccco1	-2	0	8	24	-1.4	106	0	7	-4	-1.1
